NCI-60 one-dose screen, 48 h, at 10 µM unless noted. Numbers give growth in % (100 = growth as untreated, 0 = no growth, -100 = all killed).
A498 = A498 renal cancer cells. hit rate 5.4% among 76,000. AID 1794774
ACHN = ACHN renal cancer | hit rate 4.9% among 81,000 | AID 1794771
RXF 393 = RXF 393 renal cancer cells | hit rate 6.9% among 77,000 | AID 1794773
CAKI-1 = CAKI-1 renal cancer; hit rate 4.7% among 75,000; AID 1794772
786-0 = 786-0 renal cancer cells. hit rate 5.1% among 81,000. AID 1794775
UO-31 = UO-31 renal cancer. hit rate 5.2% among 81,000. AID 1794768
TK-10 = TK-10 renal cancer cells | hit rate 3.9% among 81,000 | AID 1794769
PC-3 = PC-3 prostate cancer cells; hit rate 3.9% among 80,000
SN12C = SN12C renal cancer cells; hit rate 3.8% among 81,000; AID 1794767
* = called active by the depositor; x = not tested or not shown; & = joins results of further samples. The calls were made as follows: active = growth percent below 10; inactive = the rest.

SMILES | A498 | ACHN | RXF 393 | CAKI-1 | 786-0 | UO-31 | TK-10 | PC-3 | SN12C
O=C(CCn1c[n+](CC(=O)c2ccc(F)cc2)c2ccccc21)Nc1cccc2cccnc12 | 130 | 96 | 93 | 100 | 102 | 89 | 107 | 63 | 94
CCOC(=O)C1=C(C(=O)c2ccc(Br)cc2)C(c2ccc(O)c(O)c2)NC(=S)N1 (configuration not stated) | 90 | 89 | 131 | 80 | 113 | 64 | 150 | 94 | 98
O=c1[nH]c2cc(-c3ccccc3)nn2c2ccccc12 | 112 | 102 | 97 | 80 | 100 | 91 | 120 | 79 | 102
COc1ccc(C2OCC3(C)C(CCC4(C)C5CC(C6=CCOC6=O)OC5(C)CCC34)O2)cc1 (configuration not stated) | 95 | 103 | 111 | 86 | 97 | 66 | 110 | 89 | 95
O=S(=O)(NCCNc1nccc(-c2c(-c3ccc(F)cc3)nc3sccn23)n1)c1ccc(F)cc1 | 97 | 52 | 70 | 63 | 74 | 43 | 114 | 75 | 73
CCN(CC)CCOC(=O)c1ccc(C)cc1 | 106 | 113 | 118 | 102 | 106 | 100 | 103 | 102 | 100
CCc1ccc2c(c1)C(=O)c1ccccc1C2=O | 104 | 101 | 113 | 113 | 103 | 95 | 112 | 97 | 111
C(=N\Nc1ncc(-c2cc3cc4c(cc3o2)OCO4)s1)/c1c2ccccc2cc2ccccc12 | 111 | 94 | x | 84 | 112 | 46 | 121 | 89 | 96
COc1ccccc1CNc1c2ccccc2nc2ccccc12 | 13 | 23 | 31 | 46 | 39 | 34 | 55 | 43 | 35
COc1ccc(/C(C)=C(\c2ccc(OCCCN(C)C)cc2)c2ccc(OC(=O)C3CCCCC3)cc2)cc1 | 91 | 97 | 85 | 90 | 90 | 68 | 88 | 80 | 89
CC(C)(C)[Si](C)(C)OCC1OC(n2cnc3c(N)ncnc32)C(O)C1O (configuration not stated) | 89 | 111 | 99 | 96 | 104 | 86 | 102 | 90 | 99
Cc1ccc(C(=O)c2ccc(CCc3ccc(C(=O)c4ccc(C)cc4)cc3)cc2)cc1 | 99 | 90 | 102 | x | 102 | 71 | 98 | 76 | 94
Nc1nn(C(=O)c2ccccc2O)cc1-c1ccc(Cl)cc1 | 103 | 89 | 106 | 74 | 94 | 77 | 107 | 109 | 88
S=C(Cc1ccc(Cl)cc1)N1CCOCC1 | 123 | 106 | 110 | 88 | 112 | 89 | 76 | 84 | 102
NS(=O)(=O)c1ccc(N=C2NC(=O)/C(=C/c3ccco3)S2)cc1 | 109 | 105 | 118 | 97 | 106 | 86 | 122 | 115 | 97
O=C(NCCCNc1nccc(-n2ccc3cccnc32)n1)C1CCCCC1 | 86 | 98 | 100 | 95 | 97 | 91 | 88 | 102 | 99
CC1=C(C(=O)Nc2nc(-c3ccc(Cl)cc3)cs2)[C@H](c2ccc(O)cc2)NC(=O)N1 | 99 | 105 | 104 | 91 | 98 | 78 | 103 | 84 | 107
Cc1ccc(-c2cc(O)c(-c3ccc(C)cc3C)cc2O)c(C)c1 | 94 | 73 | 67 | 40 | 60 | 65 | 79 | 52 | 69
O=c1cnc2ccccc2[nH]1 | 130 | 112 | 114 | 104 | 104 | 85 | 100 | 105 | 97
O=C(c1nc2ccccc2[nH]1)C1C(c2cccc([N+](=O)[O-])c2)C2CC3CCCCC3N2[C@@]12C(=O)Nc1cc(Cl)ccc12 (some centres not stated) | -1.9* | 21 | -53* | 12 | 26 | -20* | 47 | 20 | 33
CCOC(=O)C1=C(C)Nc2nc3ccccc3n2C1c1ccc(OC)cc1 (configuration not stated) | x | 80 | 109 | 91 | 100 | 83 | 120 | 101 | 98
O=C1c2ccccc2NC(c2cc3ccccc3c3ccccc23)N1/N=C/c1cc2ccccc2c2ccccc12 (configuration not stated) | 56 | 91 | 98 | 93 | 99 | 82 | 111 | 88 | x
O=c1c2cc(F)cc(F)c2sc2c(NCCCNCCO)nc3ccccc3c12 | 32 | 84 | 73 | 77 | 79 | 54 | 97 | 83 | 81
COC(c1ccccc1)(c1ccccc1)c1ccc2ccc3ccccc3c2c1 | 92 | 98 | 106 | 64 | 80 | 63 | 91 | 84 | 91
C=CCN1C(=O)c2ccccc2C1=O | 92 | 102 | 104 | 93 | 103 | 78 | 98 | 97 | 87
SMILES | A498 | ACHN | RXF 393 | CAKI-1 | 786-0 | UO-31 | TK-10 | PC-3 | SN12C
O=C(CSc1nc2ccccc2c(=O)[nH]1)c1ccc(-c2ccccc2)cc1 | 96 | 93 | 14 | 65 | 61 | 88 | 103 | 84 | 85
CC(=O)C(SSC(C(C)=O)C(C)=O)C(C)=O | 106 | 103 | 102 | 107 | 104 | 81 | 118 | 94 | 101
COc1ccc(NC(=O)c2sc3nc(C)c(C(C)=O)cc3c2N)cc1 | 71 | 95 | 105 | x | 91 | 105 | 75 | 92 | 101
CCN1C(=O)N(CC)C2Nn3c(s/c(=C4\C(=O)N(CCc5ccccc5)c5ccccc54)c3=O)=NC21 (configuration not stated) | 90 | 95 | 80 | 64 | 86 | 81 | 90 | 91 | 100
COc1ccc2c3c(c4ccccc4cc13)C(=O)N(CCN(C)CCN)C2=O | -49* | -72* | -94* | 3.2* | -98* | -84* | -74* | -63* | -63*
Nc1nc(C(F)(F)F)cs1 | 114 | 113 | 112 | 97 | 98 | 94 | 98 | 102 | 111
c1ccc(-c2ccccc2OCC2CO2)cc1 (configuration not stated) | 110 | 106 | 116 | 97 | 97 | 89 | 96 | 99 | 96
CCN(CC)c1cccc(O)c1 | 96 | 106&104 | 111&120 | 92&93 | 103 | 93&76 | 100&125 | 101&74 | 110&99
COc1ccc(/C=C2\N=C(C)N(CCc3ccc(S(N)(=O)=O)cc3)C2=O)cc1OC | 103 | 106 | 120 | 82 | 95 | 89 | 94 | 96 | x
CCc1cccc2c3c(sc12)C(c1ccc(OC)cc1)c1c(nc(CC(=O)Nc2ccccc2)[nH]c1=O)O3 (configuration not stated) | 33 | 89 | 81 | 58 | 100 | 81 | 149 | 53 | 84
Cc1nn2c(-c3nc4cc(C)c(C)cc4[nH]3)c(-c3ccc(F)cc3)nc2s1 | 94 | 98 | 108 | 95 | 100 | 101 | 108 | 84 | 105
Cc1nn(-c2ccccc2)c(Oc2ccc(Br)cc2)c1/C=N\N=c1/sc2ccccc2n1C | 95 | 84 | 81 | 84 | 99 | 71 | 117 | 61 | 87
NCCCNc1nc2ccccc2c2c(=O)c3cc(F)ccc3sc12 | 21 | -67* | 42 | 34 | 1.8* | 23 | -47* | 19 | 42
C=CCCCC(=O)CCC(=O)OCC1O[C@@H](O[C@@H]2C(O)[C@@H](OC(C)=O)C(C)O[C@H]2O[C@H](CC=C)CCCCC)C(O)[C@@H](OC(=O)/C(C)=C/C)[C@@H]1OC(=O)/C=C/c1ccccc1 (some centres not stated) | 52 | 23 | x | x | 19 | 25 | 27 | 31 | 3.9*
COc1cc(/C=N\NC(=O)c2ccncc2)ccc1O | 104 | 111 | 116 | 103 | 97 | 89 | 106 | 109 | 97
O=c1[nH]c2ccccc2c(O)c1N=Nc1ccc(N=Nc2ccc(S(=O)(=O)O)cc2)cc1 | x | 95 | 112 | x | 107 | 83 | 117 | 88 | 97
Cn1cc(-c2nnc(N)nc2-c2c[nH]c3ccc(F)cc23)c2cc(F)ccc21 | 86 | 48 | 99 | 76 | 90 | 57 | 121 | 72 | 81
CCOc1c(C(C)=O)sc(=Nc2ccccc2)n1-c1cccc(-n2c(OCC)c(C(C)=O)sc2=Nc2ccccc2)c1 | 90 | 86 | 83 | 57 | 71 | 78 | 99 | 78 | 99
CC(=O)N1N=C(c2cccs2)CC1c1[nH]c(C)c(C(=O)NCC(F)(F)F)c1C (configuration not stated) | 53 | 102 | 97 | 92 | 105 | 87 | 128 | 112 | 102
COc1cc(NC(=O)C(C)C)ccc1C(=O)NC(=S)Nc1ccc(C(=O)O)cc1 | 115 | 95 | 98 | 77 | 103 | 55 | 99 | 91 | 100
CCCCc1oc2ccccc2c1C(=O)c1cc(I)c(OCCN(CC)CC)c(I)c1 | -47* | 20 | -70* | -21* | -91* | -37* | -40* | -8.1* | 5.1*
NCc1ccc(-c2nnc3n2N=C(c2ccccc2)CS3)cc1 | 98 | 104 | 102 | 90 | 113 | 89 | 148 | 91 | 102
O=C(Nc1ccc(Br)c(Cl)c1)c1cc(F)ccc1O | x | 0.6* | -5.6* | -49* | 7.9* | -1.6* | 21 | 5.1* | 5.6*
Clc1ccc(C2=Nn3c(nnc3-c3ccccc3)SC2)cc1 | 96 | 97 | 55 | 85 | 98 | 67 | 95 | 98 | 90
O=C1CCC(=O)N1CN1CCN(c2cc(=O)n(-c3ccccc3)c3ccccc23)CC1 | 100 | 101 | 103 | 93 | 105 | 97 | 98 | 98 | 98
COc1c2ccoc2cc2oc(C)c(C(C)=O)c(=O)c12 | 120 | 98 | 98 | 98 | 111 | 94 | 115 | 95 | 100
N#Cc1ccc(-n2cnc(NC(=O)[C@H]3CCN(C#N)C3)c2)cc1 | -18* | 12 | -55* | 35 | 24 | 19 | 21 | 32 | x
COc1ccc(-c2c[nH]c(C(=O)O)c2-c2cc(OC)c3c(c2OC)OCO3)cc1 | 95 | 100 | x | 86 | 104 | 90 | 116 | 103 | 100
N#CC1=C(N)Oc2cc3ccccc3cc2C1c1cc(=O)oc2ccc(Cl)cc12 (configuration not stated) | 103 | 105 | 115 | x | 100 | 89 | 111 | 110 | 103

4 entries from above, ordered by length of the SMILES, smallest number first.
SMILES | A498 | ACHN | RXF 393 | CAKI-1 | 786-0 | UO-31 | TK-10 | PC-3 | SN12C
NCCCNc1nc2ccccc2c2c(=O)c3cc(F)ccc3sc12 | 21 | -67* | 42 | 34 | 1.8* | 23 | -47* | 19 | 42
N#Cc1ccc(-n2cnc(NC(=O)[C@H]3CCN(C#N)C3)c2)cc1 | -18* | 12 | -55* | 35 | 24 | 19 | 21 | 32 | x
COc1ccc2c3c(c4ccccc4cc13)C(=O)N(CCN(C)CCN)C2=O | -49* | -72* | -94* | 3.2* | -98* | -84* | -74* | -63* | -63*
CCN1C(=O)N(CC)C2Nn3c(s/c(=C4\C(=O)N(CCc5ccccc5)c5ccccc54)c3=O)=NC21 (configuration not stated) | 90 | 95 | 80 | 64 | 86 | 81 | 90 | 91 | 100

Entries of single compounds as entered above.
CCc1cccc2c3c(sc12)C(c1ccc(OC)cc1)c1c(nc(CC(=O)Nc2ccccc2)[nH]c1=O)O3 (configuration not stated) is entered as A498 = 33; ACHN = 89; RXF 393 = 81; CAKI-1 = 58; 786-0 = 100; UO-31 = 81; TK-10 = 149; PC-3 = 53; SN12C = 84
COc1ccc(NC(=O)c2sc3nc(C)c(C(C)=O)cc3c2N)cc1 is entered as A498 = 71; ACHN = 95; RXF 393 = 105; CAKI-1 = x; 786-0 = 91; UO-31 = 105; TK-10 = 75; PC-3 = 92; SN12C = 101
NCc1ccc(-c2nnc3n2N=C(c2ccccc2)CS3)cc1 is entered as A498 = 98; ACHN = 104; RXF 393 = 102; CAKI-1 = 90; 786-0 = 113; UO-31 = 89; TK-10 = 148; PC-3 = 91; SN12C = 102
